rCAG RNA binder = binders of r(CAG) RNA repeats, primary screen, biochemical, fluorescence; inhibition, % at 3 µM; r(CAG) RNA repeat, TO-PRO-1 dye displacement fluorescence; actives 1.3% (n = 370,000);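 active = inhibition above the plate cutoff, the mean of all test compounds on that plate plus 3 SD, cut at about 35% in these data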;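 note: 0% = DMSO alone and 100% = 100 µM mitoxantrone as full dye displacement; higher means more dye released from RNA so lower well fluorescence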
SIAE primary = human SIAE inhibitors, primary screen, biochemical, fluorescence polarization, FP-Rh probe, 1536-well HTS | Sialate O-acetylesterase (Homo sapiens), Q9HAT2 | SIAE FP-Rh probe binding | inhibition, % at 9.66 µM | actives 0.69% (n = 370,000) | AID 1053197, 2014;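 active = inhibition above a cutoff: mean of compounds within the control limits plus 3 SD of those, cut at about 17% in these data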;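 note: 0% = plate median of compound wells and 100% = probe without SIAE protein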
TDP2 inh = human TDP2 enzyme inhibitors, primary screen, biochemical, epi absorbance, recombinant enzyme; actives 0.34% (n = 370,000); T5PNP hydrolysis, p-nitrophenol absorbance 415 nm; AID 720702, 2013; Tyrosyl-DNA phosphodiesterase 2 (Homo sapiens), O95551; inhibition, % at 12.8 µM;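 active = inhibition above the mean of all tested compounds plus 3 SD, set per campaign, cut at about 25% in these data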;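 note: 0% = DMSO with enzyme and 100% = buffer with substrate but no TDP2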
Target sequence (O95551 whole entry, looked up): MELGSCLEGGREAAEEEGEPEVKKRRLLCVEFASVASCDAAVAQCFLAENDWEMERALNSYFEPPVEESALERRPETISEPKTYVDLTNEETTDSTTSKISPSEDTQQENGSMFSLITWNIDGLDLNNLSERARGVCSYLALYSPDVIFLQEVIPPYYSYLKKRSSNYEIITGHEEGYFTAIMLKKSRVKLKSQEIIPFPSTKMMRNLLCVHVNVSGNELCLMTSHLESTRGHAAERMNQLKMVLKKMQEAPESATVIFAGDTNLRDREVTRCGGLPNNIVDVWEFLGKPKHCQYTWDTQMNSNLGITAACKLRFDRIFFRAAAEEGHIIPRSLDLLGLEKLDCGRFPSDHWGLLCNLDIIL
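Read-out basis: percent inhibition. System: recombinant human TDP2. Buffer or medium: Mg2+-containing Tris-HCl buffer, pH 7.5. Repeats: single replicate. Timing: reaction 2 h, 37 °C. Benchmarks: high control without enzyme, low control DMSO plus TDP2. Probe or stimulus: 5 mM T5PNP. Doses: 12.8 µM only. Measured by: epi absorbance of p-nitrophenol freed from T5PNP by hydrolysis.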
PG9 Ab binder = binders of HIV-1 gp120 antibody PG9, primary screen, biochemical, TR-FRET; inhibition, % at 6.7 µM; TR-FRET gp120-PG9 antibody binding; AID 624416, 2012; HIV-1 gp120 / PG9 antibody interaction; actives 0.43% (n = 360,000); in the data active = inhibition above about 8.5%
TCR CD3 inh = inhibitors of human TCR-CD3 interaction, primary screen, biochemical, fluorescence, TAMRA-labeled TCR probe; T-cell receptor (TCR); inhibition, % at 9.4 µM; actives 0.37% (n = 360,000); in the data active = inhibition above about 19%;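 note: recombinant mutant TCR 2C K166C tagged with TAMRA read by polarization; 0% = receptor in buffer alone and 100% = receptor with positive control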
Rev-erbA mod = modulators of Rev-erb alpha DNA binding, primary screen, biochemical, FITC-DNA, fluorescence polarization, uHTS. actives 0.79% (n = 370,000). Nuclear receptor subfamily 1 group D member 1 (Homo sapiens), P20393. Rev-erbα–FITC-DNA binding, 90 min. activity, % at 10 µM;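 active = activity above about 14%, limit read from the data; passing the limit was not always enough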;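 note: 0% = DMSO wells with 35 nM protein and 100% = DMSO wells with 750 nM protein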
HTRA1 inh = HTRA1 serine protease inhibitors, primary screen, biochemical, fluorescence polarization, HTS; Q92743; recombinant HTRA1, FP-rhodamine activity-based probe; inhibition, % at 5.96 µM; actives 0.5% (n = 340,000); in the data active = inhibition above about 36%;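 note: 0% = enzyme with DMSO and 100% = wells lacking enzyme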
PRMT1 inh = PRMT1 methyltransferase inhibitors, primary screen, biochemical, fluorescence polarization; inhibition, % at 2.79 µM; AID 652257, 2013; Protein arginine N-methyltransferase 1 (Homo sapiens), Q99873; actives 1.3% (n = 370,000); recombinant PRMT1, activity-based probe fluorescence polarization;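 active = inhibition above about 21% made by adding two undisclosed values, limit read from the data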
Target sequence (Q99873 whole entry, looked up): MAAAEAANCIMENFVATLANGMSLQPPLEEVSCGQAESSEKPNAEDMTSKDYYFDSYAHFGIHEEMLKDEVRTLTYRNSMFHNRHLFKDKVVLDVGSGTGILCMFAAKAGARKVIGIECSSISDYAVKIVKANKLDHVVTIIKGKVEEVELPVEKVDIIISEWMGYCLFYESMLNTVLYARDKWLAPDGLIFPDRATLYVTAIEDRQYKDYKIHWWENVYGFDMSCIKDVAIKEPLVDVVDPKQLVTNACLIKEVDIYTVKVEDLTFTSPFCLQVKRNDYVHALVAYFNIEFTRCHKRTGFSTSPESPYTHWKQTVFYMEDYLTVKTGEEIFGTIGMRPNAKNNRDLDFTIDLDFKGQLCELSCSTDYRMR
LEDGF integ inh = blockers of LEDGF/p75-dependent integrase strand transfer – biochemical, TR-FRET, high throughput, primary screen; actives 0.64% (n = 370,000); TR-FRET IN-LEDGF/p75 DNA integration, Eu/Cy5; inhibition, % at 3.7 µM; HIV-1 integrase (with human LEDGF/p75);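 active = inhibition above the screen-wide mean plus 3 SD, cut at about 13% in these data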;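 note: signal is the Cy5 over europium emission ratio at 671 and 618 nm; 0% = plate median of compound wells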
ABHD4 inh = ABHD4 inhibitors, primary screen, biochemical, fluorescence polarization, mouse; actives 0.54% (n = 370,000); purified mABHD4, FP-Rh probe fluorescence polarization; inhibition, % at 8.92 µM;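 active = inhibition exceeding the mean over every tested compound plus 3 SD, cut at about 30% in these data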;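 note: 0% = plate median of compound wells and 100% = S159A mutant with DMSO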
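Material: mouse ABHD4 enzyme, wild type; Benchmarks: S159A mutant high control, sample median low control; Buffer or medium: HEPES pH 7.0, NaCl, Pluronic buffer; Signal: fluorescence polarization; Read-out: percent inhibition of probe binding, normalized to plate controls; Timing: pre-incubation 45 min, probe exposure 60 min, at 25 °C; Dosing: 8.92 µM, single dose.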
* hit, by the source's call; . = not tested or not shown; & = joins results of further samples. An excerpt, so the mix of outcomes need not match the whole.

SMILES	rCAG RNA binder	SIAE primary	TDP2 inh	PG9 Ab binder	TCR CD3 inh	Rev-erbA mod	HTRA1 inh	PRMT1 inh	LEDGF integ inh	ABHD4 inh
O=c1[nH]c(=S)n(Cc2ccc(F)cc2)c(O)c1C=NCCCn1ccnc1	-3	-3	7	1.6	-5	-1	0	0	4	0
CN(C)P(=NC(=S)c1cccn1C)(N(C)C)N(C)C	-3	0	9	0.1	-6	-7	-10	1	-1	12
COc1ccc(C(=O)CC2C(=O)N(C)C(=O)N(C)C2=O)cc1	0	-1	-7	-1.7	0	5	0	6	0	0
O=C(c1cccc([N+](=O)[O-])c1)C12CN3CN(CN(C3)C1)C2	1	-3	15	2.2	0	-1	3	-1	-2	4
COC(=O)C1=C(c2ccc(F)cc2OCc2ccccc2)C[C@@H]2CC[C@H]1N2C(=O)NCC1CC1	-6	0	-10	-0.9	-5	-5	-17	0	0	0
COc1ccc(-n2nnnc2C(c2cccc(OC)c2OC)N2CCC(n3c(=O)[nH]c4ccccc43)CC2)cc1 (stereo not given)	8	-4	1	-1.7	4	-6	.	-1	2	-10
C=CCOC(=O)C1C(C(=O)O)C2(Cl)C(Cl)=C(Cl)C1(Cl)C2(Cl)Cl (stereo not given)	14	2	7	-1.1	-1	-3	1	64*	-2	-1
COc1ccc(CN2Cc3cc(N4CCCCC4)ccc3-n3nncc3C2)cc1	5	4	-5	-1.6	-4	-9	.	-3	3	-2
NC(=O)CN1CC(c2ccccc2)CC1=O (stereo not given)	0	-2	5	0.0	1	-3	2	0	-4	1
O=c1c2ccccc2nc(-c2ccco2)n1-c1ccccc1	-3	7	-2	0.2	-4	4	1	-2	4	-3
CCOC(=O)[C@]12Cc3ccsc3[C@H]1N(Cc1ccccc1)C(=O)c1ccccc12	-4	-2	5	0.1	-4	0	-64	3	0	-6
Cc1ccsc1CNCCc1ccccc1F	1	-1	-8	-1.9	-1	3	4	-3	3	-6
O=c1[nH]c(=O)n(CCc2ccc(F)cc2)c(O)c1C=NCCCN1CCOCC1	2	5	8	0.4	2	-3	-1	2	2	2
O=C(N/N=C/c1c(O)n(CCC2=CCCCC2)c(=O)[nH]c1=O)c1ccccc1	46*	3	-9	-1.4	1	-2	12	-1	-2	12
CCCCOCCCn1c(N)c(C(=O)OC(C)COC)c2nc3ccccc3nc21 (stereo not given)	0	2	-7	0.0	-4	-8	-7	-4	-2	5
Fc1ccc(C(OCCN2CCCC2)c2ccc(F)cc2)cc1	0	9	5	-1.4	4	0	-1	-3	3	-1
Cc1ccc(S(=O)(=O)Nc2cc(C(=O)N3CCC4(CC3)OCCO4)ccc2N2CCCCC2)cc1	4	0	1	0.5	-2	2	-7	1	16*	-1
COc1ccc2c(c1OC)CN1CCc3cc4c(cc3C1C2)OCO4 (stereo not given)	1	-3	5	-0.9	-1	-5	5	1	-5	-2
COC(=O)C1=C(c2cccc(C#N)c2)C[C@@H]2CC[C@H]1N2C(=O)N1CCCCC1	-5	7	5	-2.0	3	-2	2	-2	4	-4
COc1cccc(CNC(=O)CCC(=O)N2C[C@H]3C[C@H](C2)c2cccc(=O)n2C3)c1OC	-1	8	1	-0.6	0	-6	-3	-3	-2	2
Cc1ccc(NC(=O)c2ccc(C)c(S(=O)(=O)N3CCCCC3)c2)nc1	-2	-4	0	1.0	-3	1	-11	-10	0	3
CSc1cccc(NP2(=O)OCC(C)([N+](=O)[O-])CO2)c1 (stereo not given)	-1	-4	5	-0.3	-2	-1	2	0	-2	2
O=C(Nc1cccc2ccccc12)c1nn(C23CC4CC(CC(C4)C2)C3)cc1Br	-1	-16	-9	-1.1	2	3	-9	-3	-1	5
O=C(c1cc(S(=O)(=O)N2CCOCC2)ccc1F)N1CCC2(CC1)OCCO2	-2	-3	2	-1.8	2	-2	-1	1	-1	8
C=CCn1c(O)c(C(C)=NCc2cccnc2)c(=O)[nH]c1=O	3	5	8	0.1	0	6	6	0	-1	1
COC(=O)C1=C(c2ccc(F)cc2OCc2ccccc2)C[C@@H]2CC[C@H]1N2C(=O)NCCNC(C)=O	-7	3	7	1.2	-4	-5	-5	-2	-2	10
CC12C=CC(=O)CC1CCC1C2CCC2(C)C(O)C(O)CC12 (stereo not given)	1	-3	2	0.9	-9	0	-1	5	-1	3
Cc1cccc(C)c1-n1nnnc1C(CCc1ccccc1)N1CCC(n2c(=O)[nH]c3ccccc32)CC1 (stereo not given)	4	2	-3	1.3	-4	2	.	5	0	-1
COc1ccc(CN2CCCC(C(=O)c3cccc(Cl)c3)C2)cc1 (stereo not given)	-9	-1	-5	-0.4	1	5	0	4	0	-4
COc1ccc(-c2nc3ccc(Br)cn3c2CC(=O)N2CCCC2)cc1OC	8	10	1	0.7	6	-1	.	3	0	3
Cc1ccc(-c2ccc(=O)n(CCC(=O)N3CCC4(CC3)OCCO4)n2)cc1	-5	0	3	2.4	0	8	6	2	1	3
C=CCN(CC=C)C(=O)Nc1ccc(OCC)cc1	-6	8	2	0.0	4	2	7	-3	-2	5
COC(=O)C1=C(c2ccc(C(C)=O)cc2)C[C@@H]2CC[C@H]1N2C(=O)NCCOc1ccccc1Cl	-4	-5	-3	-1.4	0	8	-6	0	0	-2
CC(C)(C)NC(=S)N1CCn2cccc2C1c1cccnc1 (stereo not given)	0	21*	7	-3.6	1	-5	3	-3	0	2
CNC(=O)Nc1ccc(C(=O)N/N=C\C23CC[C@@H](O)CC2(O)CC[C@@H]2[C@@H]3CCC3(C)C(C4=CC(=O)OC4)CCC23O)cc1 (stereo not given in full)	3	-9	-1	1.9	-3	4	-4	-1	0	0
CN1CCC(O)(c2ccc(Cl)cc2)C(C(=O)c2ccc(Cl)cc2)C1 (stereo not given)	-3	-2	0	-0.8	-9	9	-1	9	-4	0
NP(=O)(OCC(F)(F)F)Oc1ccc(Cl)cc1 (stereo not given)	-3	20*	0	-2.0	2	-2	5	-1	1	3
O=c1[nH]c(=O)n(CC2CCCO2)c(O)c1/C=C1\C=Nc2ccccc21 (stereo not given)	3&3	-8&-6	6&0	-1.5&-1.5	0&5	5&0	-1&4	-5&9	3&2	-10&2
Cc1ccc2c(c1)CC1(CN2C)C(=O)NC(=O)N(c2cccc(C)c2C)C1=O (stereo not given)	12	1	-3	0.1	3	2	8	-1	1	6
CC1(C)C(C(=O)NCc2ccco2)C1(C)C	-1	5	1	1.1	3	-5	0	0	1	2
O=C(/C=C/c1ccc2c(c1)OCO2)c1c(O)n(CCc2ccccc2)c(=O)[nH]c1=O	5	1	5	1.5	4	-1	.	-2	2	2
COc1cc(C(C)=O)ccc1OC(=O)N(C)c1ccccc1	-8	-1	7	1.7	2	0	-17	-2	-5	-2
O=c1[nH]c2ccccc2n1CCCN1CCC(n2c(=O)[nH]c3cc(Cl)ccc32)CC1	3	2	0	-1.3	-4	2	-6	2	-4	4
COc1ccc(CN2CCN(C(=O)COc3ccc4ccccc4c3)CC2)c(OC)c1	-8	1	10	-1.3	0	0	-18	0	1	5
NC(=S)c1cn(C2OC(CO)C(O)C2O)c2ncnc(N)c12 (stereo not given)	3	5	-3	-1.2	7	-2	11	4	-1	-5
COc1cc2c3c(c1OC)Oc1ccc(cc1)C[C@H]1c4c(cc(OC)c(OC)c4Oc4ccc(cc4)C[C@@H]3N(C)CC2)CCN1C	-1	-1	-8	-0.4	-2	-6	4	-1	2	4
CCCCn1c(O)c(/C=C2/C=CC=N2)c(=O)[nH]c1=O	3	-6	-4	-2.9	-3	-9	1	2	1	-20
CCCCC(=O)N/N=C/c1c(O)n(CCc2ccccc2)c(=O)[nH]c1=O	6	8	7	-2.4	-2	-7	.	2	0	-1
Cc1c(OC(=O)N(C)C)ccc2c1O/C(=C\c1ccco1)C2=O	25	2	-2	-3.9	3	4	1	17	18*	15
CCOC(=O)c1cc(C)n(CCc2cnc[nH]2)c1C	-1	2	2	1.6	-1	-3	3	-1	5	-1
O=C1CCCN1CC#CCN1CCCC1	1	1	6	0.2	-3	-2	-1	-2	-2	-4
O=C1NC(=S)NC(=O)C1C/C=C/c1ccccc1	13	-4	0	0.4	-2	1	-6	15	-1	-11
OC(c1ccc(F)cc1)(c1ccc(F)cc1)[C@@H]1CCCN1	0	-1	10	-0.4	3	-1	-5	1	-4	0
CCCCN1C(=O)/C(=C\c2ccco2)C(=O)N(CCc2ccccc2)C1=O	27	-9	-2	-1.6	-9	-5	18	9	0	-5
COC(=O)[C@@]1(Cc2ccc(F)cc2)[C@H]2c3cc(C(=O)N(C)C)[nH]c3C[C@H]2CN1C(=O)c1ccccc1	0	3	5	-0.9	5	-2	-5	0	-3	-5
CC[C@]12CC[C@H](O)CC1=CCC1C2CC[C@]2(C)C(=O)CCC12 (stereo not given in full)	0	-5	3	-0.5	-1	2	.	0	1	2
O=[N+]([O-])c1ccc(N2CCOCC2)c2c1no[n+]2[O-]	1	-9	11	-3.6	5	15	-3	27*	14*	-22
Cn1c(O)c(C(=O)c2ccccc2Cl)c(=O)n(C)c1=O	0	3	-1	-3.5	7	-1	-2	2	2	0
CN(c1ccccc1)P(=O)(N1CC1)N1CC1	3	-3	1	-0.5	-1	-1	0	3	-2	2
O=[N+]([O-])c1ccc(N2CCCNCC2)c2ncccc12	2	5	0	-3.2	-4	8	5	-2	0	-1
C[C@]12CCC(=O)C=C1CC[C@@H]1[C@@H]2CC[C@]2(C)C(=O)CC[C@@H]12	0	4	-7	-0.3	-4	3	6	3	-1	-2
CCC1([N+](=O)[O-])COP(=O)(NCc2cccnc2)OC1 (stereo not given)	3	7	-2	-0.7	0	0	3	-3	5	0

Compound activity (PubChem BioAssay)
